Screening data deposited in PubChem BioAssay by National Center for Advancing Translational Sciences (NCATS).
D2 potentiator = D2 dopamine receptor (human) potentiation | P14416 | HEK293 T-REx D2, calcium flux, EC20 dopamine potentiation | potentiation, % at 10 µM | 340,000 tested, 0.34% active | AID 485347;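 active = potentiation over 3 SD above the plate norm, cut at about 30% in these data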; note: 0% is about no effect
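Potentiation of an EC20 dopamine calcium response is measured in a force-coupled, tetracycline-inducible Hek293 Trex D2 line. Compound-only kinetic reads over 180 s flag agonists before dopamine addition.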
TRHR enhancer = allosterically enhances the human TRH receptor. AID 493056. enhancement, % at 2 µM. TRHR cells, fluo-8 calcium fluorescence, EC20 TRH enhancement. 360,000 tested, 0.66% active; in the data active = enhancement above about 30%; note: 0% is about no effect
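Enhancer read-out: after compound pinning and an initial kinetic agonist-mode read, an EC20 of TRH (10 nM final) was injected and fluo-8 calcium signal (Ex 480/Em 530) followed at 1 s/cycle for 100 cycles in TRHR-expressing cells.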
D1 antagonist = human D1 dopamine receptor antagonism. P21728. HEK293 TREx D1 cells, calcium flux, dopamine EC80; active compounds read low. activity change, negative = inhibition, % at 10 µM. 360,000 tested, 3.2% active. AID 504652; in the data active = activity change below about -30%; note: % is set by controls: 0 for no effect and ±100 for the full control effect
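Using tetracycline-induced force-coupled D1 Hek293 cells and a calcium dye, signals were followed for 180 s after compound, then for 180 s after EC80 dopamine, to detect inhibitors.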
TRHR agonist = agonists of human TRH receptor. P34981. TRHR cells, calcium flux fluo-8, FDSS agonist mode. activation, % at 2 µM. 360,000 tested, 0.18% active. AID 493084; in the data active = activation above about 30%; note: 0% is about no effect
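Agonist-mode FDSS calcium read (Ex 480/Em 530, 1 s cycles) in 1536-well TRHR cells with fluo-8 dye, after 10-cycle baseline and 23 nL compound addition; TRH at EC20 (10 nM final) added afterwards for the enhancer phase.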
RXFP1 agonist = agonists of human relaxin receptor RXFP1; HEK293T-RXFP1 cAMP TR-FRET, 30 min; response scale: percent of porcine relaxin response, buffer zero; Potency, µM (series often up to 57.5 µM), for inactives: at the highest dose activation, usual class: activators; 370,000 tested, 0.3% active; AID 2676; note: potency is the fitted concentration of half-maximal effect; % is set by controls: 0 for no effect and ±100 for the full control effect; nearly all actives have a fitted effect of over 60% in size; many of its hits are not listed in these tables
Target sequence (Q9HBX9 whole entry, looked up): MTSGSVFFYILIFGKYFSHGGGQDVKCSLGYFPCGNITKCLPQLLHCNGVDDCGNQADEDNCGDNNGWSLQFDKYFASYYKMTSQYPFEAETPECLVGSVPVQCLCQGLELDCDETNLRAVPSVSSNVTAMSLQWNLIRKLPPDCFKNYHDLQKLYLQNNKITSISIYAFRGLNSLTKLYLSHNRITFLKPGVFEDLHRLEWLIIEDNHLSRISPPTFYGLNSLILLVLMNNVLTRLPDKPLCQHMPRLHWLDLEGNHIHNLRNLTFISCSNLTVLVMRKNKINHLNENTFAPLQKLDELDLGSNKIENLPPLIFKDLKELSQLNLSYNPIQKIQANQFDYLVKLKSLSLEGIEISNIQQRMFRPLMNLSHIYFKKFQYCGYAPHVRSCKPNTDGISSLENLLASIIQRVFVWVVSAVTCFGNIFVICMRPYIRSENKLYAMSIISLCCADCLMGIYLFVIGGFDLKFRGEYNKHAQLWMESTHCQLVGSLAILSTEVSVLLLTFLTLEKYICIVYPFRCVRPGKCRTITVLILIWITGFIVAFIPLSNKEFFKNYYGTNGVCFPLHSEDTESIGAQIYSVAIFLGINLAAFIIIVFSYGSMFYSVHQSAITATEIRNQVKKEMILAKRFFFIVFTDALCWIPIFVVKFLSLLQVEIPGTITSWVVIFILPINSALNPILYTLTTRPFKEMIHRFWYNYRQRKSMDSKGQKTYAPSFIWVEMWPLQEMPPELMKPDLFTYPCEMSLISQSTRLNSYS
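HEK293 cells stably expressing RXFP1, treated 30 min at 37C with compounds plus PDE4 inhibitor Ro 20174; cAMP measured by HTRF TR-FRET. Normalized to buffer and 29 nM porcine relaxin; EC50 by Hill fit.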
D1 potentiator = human D1 dopamine receptor positive modulation | P21728 | HEK293 TREx D1 cells, calcium flux, dopamine EC20 potentiation | potentiation, % at 10 µM | 360,000 tested, 0.036% active; in the data active = potentiation above about 30%; note: 0% is about no effect
Anesthetic bind = candidate novel general anesthetic via apoferritin binding. apoferritin/1-aminoanthracene competitive binding, fluorescence. 350,000 tested, 0.074% active. Potency, µM (top dose mostly 77.5 µM), without a hit: top-dose activity change, negative = displacement, hits mostly inhibitors; note: potency is the fitted concentration of half-maximal effect; % is set by controls: 0 for no effect and ±100 for the full control effect; nearly all actives have a fitted effect of over 20% in size
Target sequence (P02791 2-175 limits assumed): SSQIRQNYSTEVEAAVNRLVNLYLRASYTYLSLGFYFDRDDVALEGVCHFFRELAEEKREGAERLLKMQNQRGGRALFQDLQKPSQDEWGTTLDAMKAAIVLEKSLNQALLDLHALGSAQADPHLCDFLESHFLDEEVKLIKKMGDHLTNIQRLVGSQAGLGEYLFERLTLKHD
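Steps: apoferritin (10 uM) was premixed with half-saturated 1-AMA in PBS, compounds were pin-transferred, plates stood 10 min at room temperature, fluorescence was read at 380/535 nm, and curves were fitted with a Hill equation.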
D1 ag = activates the human D1 dopamine receptor | HEK293 T-REx D1 cells, calcium flux, agonist mode | activation, % at 2 µM | 360,000 tested, 1% active | P21728; in the data active = activation above about 30%; note: 0% is about no effect
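Inducible HEK293 T-REx D1 cells, force-coupled to calcium signalling, were plated at 4000 cells/well with tetracycline and held overnight at 30 C. After no-wash calcium dye loading, compound-evoked calcium rise over 180 s flagged agonists.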
RXFP1 antagonist = RXFP1 (human) relaxin receptor antagonism; 350,000 tested, 0.59% active; activity change, negative = inhibition, % at 57.5 µM; HEK293-RXFP1, relaxin-stimulated cAMP HTRF, 30 min; active compounds read low;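 active = activity change of -60% or lower, but not beyond a set lower limit; inconclusive = change between -60% and -40%, or beyond the set limit; inactive = change above -40%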; note: % is set by controls: 0 for no effect and ±100 for the full control effect
Active calls of the source: *; ? = inconclusive; · = not tested or not shown. Unless noted, calls come from the whole dose curve; as a rule, active = well fitted curve in the direction sought with a large enough effect; inconclusive = small, poorly fitted or top-dose-only effect, or another doubt; inactive = no such curve, though single readings can be large; an effect the other way counts as inactive or inconclusive. An excerpt; count on the stated rates, not on these rows.

No.	SMILES	TRHR enhancer	D2 potentiator	D1 antagonist	RXFP1 antagonist	TRHR agonist	Anesthetic bind	D1 ag	RXFP1 agonist	D1 potentiator
1	COc1cccc2c1OC1(C)CC2/C(=C(\C)O)C(=O)N1 (configuration not stated)	3	8	4	-7	-0.3	-11%	2	3.5%	-1
2	COc1cc(/C=c2\sc3n(c2=O)CCCN=3)ccc1O	9	4	1	-4	5.2	-13%	3	0.2%	-6
3	CC1(C)CC(=O)C2=C(C1)N(Cc1ccco1)C(=O)NC2(C(F)(F)F)C(F)(F)F	3	-3	5	-6	-0.2	-12%	0	14%	-4
4	O=C(CSc1cccc[n+]1[O-])N1CCCCCC1	0	-4	-34*	-12	0.8	-7%	3	0.3%	1
5	COc1ccc(C(=O)Nc2ccc(C)cc2C(=O)c2ccccc2)cc1	3	-1	16	-15	-0.5	-12%	7	0.3%	-1
6	Cc1ccc(NC(=O)c2ccc3nc[nH]c3c2)c(O)c1	-3	-3	-9	-10	0.7	-1%	5	-2.6%	2
7	COCCn1c(C)cc(C(=O)CSc2ncnc3sc4c(c23)CCC4)c1C	-7	0	3	11	0.5	-9%	15	1.0%	-1
8	COc1ccc(/C=N/N2C(=O)c3ccccc3C2=O)cc1	6	0	-2	-10	0.9	-6%	1	0.6%	-4
9	CCCC1C(=O)N(c2ccccc2)C1c1ccccc1 (configuration not stated)	-2	·	17	-19	-0.6	-1%	1	1.7%	-2
10	CCc1nnc(NC(=O)c2ccncc2)s1	4	-4	5	-3	0.0	-8%	2	-1.0%	-5
11	O=S(=O)(Nc1ccc(S(=O)(=O)Nc2cccc3ccccc23)cc1)c1ccccc1	-9	-5	-4	4	-0.4	?	0	-0.8%	-2
12	COCC1CCN(Cc2nc(Cc3ccccc3Cl)no2)CC1	1	6	5	3	-3.1	-3%	-1	-1.7%	4
13	N#C/C(=C\c1cccc(F)c1)c1nc(-c2cc3ccccc3oc2=O)cs1	6	-5	1	-6	0.4	-10%	-1	6.6%	1
14	NC(=S)Nc1cccc2cnccc12	3	3	5	-1	-0.4	-6%	1	1.2%	-1
15	CCCOc1ccc(Cc2c(O)nc(N)[nH]c2=O)cc1C	6	-5	2	4	0.3	4%	1	-0.5%	-5

No.	SMILES	TRHR enhancer	D2 potentiator	D1 antagonist	RXFP1 antagonist	TRHR agonist	Anesthetic bind	D1 ag	RXFP1 agonist	D1 potentiator
16	O=C1NC(c2ccccc2)C(C(=O)c2cccs2)C(O)(C(F)(F)F)N1 (configuration not stated)	3	-7	0	?	-0.4	-12%	1	1.1%	1
17	Oc1ccccc1Nc1nc(-c2ccccc2)c2cc(Cl)ccc2n1	5	6	1	-1	0.7	?	2	-3.1%	-3
18	COc1ccccc1CNC(=O)CCCCn1c(=O)c2ccccc2n(CC(=O)Nc2cc(Cl)ccc2C)c1=O	-16	-22	5	·	0.4	-6%	7	0.8%	-1
19	CCOc1ccc(N(CC(=O)NC2CCCCC2)C(=O)CCC(=O)Nc2ccccn2)cc1	-6	-5	-13	-2	-0.2	-3%	0	-2.2%	-4
20	COc1ccc(N2CCN(C(=O)COC(=O)CNC(=O)c3ccc(C)cc3)CC2)cc1	9	-8	-16	-1	-0.3	·	2	-0.7%	-6
21	Cc1c(Cl)cccc1NC(=O)Nc1cc(C(C)(C)C)nn1C	3	-14	-7	-10	0.1	-4%	5	0.7%	-9
22	C=CCNc1nc(N2CCCCC2)c(C#N)c2c1CN(Cc1ccccc1)CC2	-5	-13	-4	-23	1.3	-2%	0	1.6%	-3
23	Cc1nc(C)c(-c2nnc(-c3ccccc3Cl)o2)cc1C(=O)NN	7	9	2	5	-0.2	-12%	-1	0.0%	-4
24	O=C(C1=NN[C@@H]2C(=O)N(c3cccc(C(F)(F)F)c3)C(=O)[C@H]12)c1ccc2ccccc2n1	9	-5	6	0	0.5	-22%	5	0.2%	1
25	O=C(CCNC(=O)c1ccccc1Cl)Nc1nccs1	-8	-8	-3	-11	-0.3	-4%	2	5.1%	-5
26	CCCCCc1nn2cc(-c3ccccc3)nc2s1	16	-1	-9	·	1.0	1%	0	-0.2%	-1
27	Cc1cccc(C(=O)NC2CC3CCCC(C2)N3C(=O)NC2CCCCC2)c1 (configuration not stated)	2	-5	9	-13	-1.9	-5%	3	-0.6%	-7
28	CN(C)CCNC(=O)Nc1ccc(F)cc1F	-1	-6	13	-16	1.5	1%	0	0.7%	-6
29	CC1CCN(C(=O)c2[nH]cnc2C(=O)Nc2ccon2)CC1	-2	·	·	·	0.5	·	1	0.2%	2
30	CCCC(c1nnnn1Cc1ccco1)N1CCN(c2ccccc2)CC1 (configuration not stated)	-4	4	1	-8	-0.1	-14%	0	0.5%	-2

No.	SMILES	TRHR enhancer	D2 potentiator	D1 antagonist	RXFP1 antagonist	TRHR agonist	Anesthetic bind	D1 ag	RXFP1 agonist	D1 potentiator
31	COc1cc(/C=C2\CCCc3c2nc2ccccc2c3C(=O)O)cc(Cl)c1O	0	·	-15	-4	1.5	-5%	1	6.3%	-6
32	Cc1cccc(NC(=O)Cn2c(=O)n(Cc3ccc4c(c3)OCO4)c(=O)c3oc4ccccc4c32)c1C	7	1	0	12	-0.2	-8%	1	26%	-4
33	COC(=O)C1CCC(C)(C(=O)Nc2ccccc2)C1(C)C (configuration not stated)	-3	-3	2	1	-1.2	-21%	1	1.6%	1
34	CCOc1ccc(CCNC(=O)CCc2c(C)nc3cc(-c4ccccc4OC)nn3c2C)cc1	7	4	-4	-16	0.3	2%	3	0.2%	-2
35	Cc1c(C(=O)N2CCCC2)sc(NC(=O)c2ccc(Cl)cc2)c1C#N	-27	-24	-64*	5	0.5	2%	0	0.0%	-8
36	COc1ccc(-c2noc(-c3ccc(Cl)cc3[N+](=O)[O-])n2)cc1OC	10	18	3	-3	-2.0	4%	3	-0.1%	-5
37	O=C(NN1C(=O)/C(=C/c2ccc(O)cc2)SC1=S)c1ccccc1O	8	7	-27	-9	-1.6	-11%	67*	-4.6%	-2
38	CCN(CC)S(=O)(=O)c1ccc2c(c1)N(CC(=O)Nc1ccc(Cl)cc1)C(=O)C1CCCN21 (configuration not stated)	-1	-1	5	-34	1.0	?	0	2.2%	-5
39	O=C(NCCCN1CCCCC1)C1CCN(S(=O)(=O)N2CCC3(CC2)OCCO3)CC1	-8	0	1	22	-0.1	7%	3	2.9%	-1
40	Cc1cn2c(nc1=O)OC1CC2OC1CO (configuration not stated)	4	-5	12	0	0.6	-11%	1	4.2%	4
41	Cn1c(=O)c(C#N)c(-c2ccc(F)cc2)c2cc(C(=O)c3cc(Cl)cc(Cl)c3O)cnc21	-6	0	-27	-39	0.3	0%	20	3.3%	-8
42	Cc1cc(C)n(-c2nnc(C)n2/N=C/c2ccc(O)cc2)n1	-2	·	-1	-3	-0.6	-8%	1	1.4%	-4
43	COc1cccc2cc(C(=O)NCc3ccccn3)c(=O)oc12	-7	-4	-49*	-1	-0.3	-2%	0	3.5%	-3
44	CC1S/C(=C(\C#N)C(=O)NCc2ccco2)N(Cc2ccco2)C1=O (configuration not stated)	5	-12	0	-16	0.3	-16%	4	0.0%	-7
45	Cc1c(NC2(C#N)CCCCC2)c(=O)n(-c2ccccc2)n1C	-5	12	-3	0	-0.5	-8%	1	-1.2%	1

Twelve of the compounds above, with values under each structure.
Values run as follows: TRHR enhancer, D2 potentiator, D1 antagonist, RXFP1 antagonist, TRHR agonist, Anesthetic bind, D1 ag, RXFP1 agonist, D1 potentiator
[5] COc1ccc(C(=O)Nc2ccc(C)cc2C(=O)c2ccccc2)cc1
 : 3, -1, 16, -15, -0.5, -12%, 7, 0.3%, -1
[6] Cc1ccc(NC(=O)c2ccc3nc[nH]c3c2)c(O)c1
 : -3, -3, -9, -10, 0.7, -1%, 5, -2.6%, 2
[7] COCCn1c(C)cc(C(=O)CSc2ncnc3sc4c(c23)CCC4)c1C
 : -7, 0, 3, 11, 0.5, -9%, 15, 1.0%, -1
[8] COc1ccc(/C=N/N2C(=O)c3ccccc3C2=O)cc1
 : 6, 0, -2, -10, 0.9, -6%, 1, 0.6%, -4
[9] CCCC1C(=O)N(c2ccccc2)C1c1ccccc1 (configuration not stated)
 : -2, ·, 17, -19, -0.6, -1%, 1, 1.7%, -2
[10] CCc1nnc(NC(=O)c2ccncc2)s1
 : 4, -4, 5, -3, 0.0, -8%, 2, -1.0%, -5
[11] O=S(=O)(Nc1ccc(S(=O)(=O)Nc2cccc3ccccc23)cc1)c1ccccc1
 : -9, -5, -4, 4, -0.4, ?, 0, -0.8%, -2
[12] COCC1CCN(Cc2nc(Cc3ccccc3Cl)no2)CC1
 : 1, 6, 5, 3, -3.1, -3%, -1, -1.7%, 4
[13] N#C/C(=C\c1cccc(F)c1)c1nc(-c2cc3ccccc3oc2=O)cs1
 : 6, -5, 1, -6, 0.4, -10%, -1, 6.6%, 1
[14] NC(=S)Nc1cccc2cnccc12
 : 3, 3, 5, -1, -0.4, -6%, 1, 1.2%, -1
[15] CCCOc1ccc(Cc2c(O)nc(N)[nH]c2=O)cc1C
 : 6, -5, 2, 4, 0.3, 4%, 1, -0.5%, -5
[16] O=C1NC(c2ccccc2)C(C(=O)c2cccs2)C(O)(C(F)(F)F)N1 (configuration not stated)
 : 3, -7, 0, ?, -0.4, -12%, 1, 1.1%, 1

More results:
No.	SMILES	TRHR enhancer	D2 potentiator	D1 antagonist	RXFP1 antagonist	TRHR agonist	Anesthetic bind	D1 ag	RXFP1 agonist	D1 potentiator
46	Cc1ccccc1NC(=O)NC1CCCc2ccccc21 (configuration not stated)	-1	2	-28	2	1.6	-3%	4	-0.4%	-7
47	COc1ccc(CCN(C)C2CCCN(S(=O)(=O)c3ccc(C)cc3)C2)cc1OC (configuration not stated)	-1	11	-37*	-1	-0.1	-8%	-3	-3.1%	-9
48	CCOC(=O)c1c(-c2ccccc2)oc2ccc(OCC(=O)NNC(=O)CCCC(=O)O)cc12	6	10	0	9	0.5	-5%	5	-1.5%	0
49	COc1cccc(NC(=O)Nc2cc(C(=O)NC(C)C)ccc2N2CC3CC(C2)c2cccc(=O)n2C3)c1 (configuration not stated)	4	-1	1	1	-1.1	-8%	5	-0.2%	0
50	O=C(COc1ccc(S(=O)(=O)N2CCOCC2)cc1Cl)NCC1CCCO1 (configuration not stated)	0	21	-7	0	0.9	1%	1	0.3%	-6
51	O=C(N/N=C/c1ccncc1)c1cc(Br)ccc1OCc1ccccc1	9	9	5	-19	-0.1	-4%	1	-5.4%	7
52	CNc1ccncc1S(=O)(=O)NC	4	9	2	-11	0.4	3%	6	1.4%	-4
53	O=C(CSc1nnc(CNC(=O)c2ccccc2)o1)c1ccc(Cl)cc1	6	-1	-43*	4	0.0	?	13	3.1%	-7
